# UGM FP inh = blocks M. tuberculosis UGM enzyme; purified UGM, fluorescence polarization probe displacement; inhibition, % at 10 µM; P9WIQ1; AID 504406; 320,000 tested, 0.06% active; in the data active means inhibition above about 10%, passing the limit was not always enough; inconclusive means no clear call, values can overlap the other calls
# Target sequence (P9WIQ1 whole entry, looked up): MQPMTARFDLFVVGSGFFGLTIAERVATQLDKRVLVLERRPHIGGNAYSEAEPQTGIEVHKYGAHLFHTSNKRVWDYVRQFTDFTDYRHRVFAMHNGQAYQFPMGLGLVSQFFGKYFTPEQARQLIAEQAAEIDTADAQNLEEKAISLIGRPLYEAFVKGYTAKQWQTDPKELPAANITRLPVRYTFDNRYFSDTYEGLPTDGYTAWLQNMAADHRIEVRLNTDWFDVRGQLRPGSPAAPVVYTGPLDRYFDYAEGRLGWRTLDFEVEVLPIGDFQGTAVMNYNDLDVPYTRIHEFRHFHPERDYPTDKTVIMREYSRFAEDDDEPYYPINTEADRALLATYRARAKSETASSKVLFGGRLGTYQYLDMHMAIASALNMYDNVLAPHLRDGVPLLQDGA
# BoNT A protease = inhibitors of Botulinum neurotoxin A light chain protease. multiplex microsphere protease substrate cleavage, flow cytometry. 360,000 tested, 0.17% active. inhibition, % at 10 µM; in the data active means inhibition above about 30%; inconclusive means no clear call, values can overlap the other calls; further: plate controls were buffer without enzyme for full effect and enzyme alone for no effect
# GDH-TPI inh = counter-screen for M. tuberculosis FBA inhibitors: GDH-TPI coupled enzymes; GDH-TPI coupled enzyme counterscreen, NADH absorbance; inhibition, % at 4.8 µM; 360,000 tested, 1.2% active; AID 588335;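 further: 0% = DMSO wells and 100% = wells lacking the enzyme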
# PrPC TRFRET = cell surface PrPC inhibition, primary TR-FRET screen; P04156; TR-FRET read-out; inhibition, % at 13.8 µM; 370,000 tested, 0.43% active; in the data active means inhibition above about 24%; further: 0% = median of the test wells and 100% = reference compound wells
# CCHF vOTU inh = blocks the CCHF virus ovarian tumor domain protease; CCHFV vOTU protease, Pep-AMC fluorescence; inhibition, % at 11.5 µM; 370,000 tested, 0.55% active; further: 0% = vehicle wells with enzyme and 100% = no enzyme wells
# BoNT F protease = blocks Botulinum neurotoxin F light chain protease; 360,000 tested, 0.22% active; inhibition, % at 10 µM; Multiplex microsphere protease cleavage assay, flow cytometry; in the data active means inhibition above about 35%, passing the limit was not always enough; inconclusive means no clear call, values can overlap the other calls; further: plate controls were buffer without enzyme for full effect and enzyme alone for no effect
# Mtb BioA inh = inhibitors of Mycobacterium tuberculosis BioA enzyme | inhibition, % at 9.99 µM | 360,000 tested, 0.096% active | purified M. tuberculosis BioA enzyme, plate reader; in the data active means inhibition above about 40%; inconclusive means no clear call, values can overlap the other calls
# Mtb FBA inh = inhibitors of M. tuberculosis fructose-bisphosphate aldolase | P9WQA3 | purified M. tuberculosis FBA, fluorescence read-out | inhibition, % at 1 µM | 360,000 tested, 2.3% active | AID 588726; in the data active means inhibition above about 27%;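 further: 0% = vehicle and 100% = reference inhibitor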
# Target sequence (P9WQA3 whole entry, looked up): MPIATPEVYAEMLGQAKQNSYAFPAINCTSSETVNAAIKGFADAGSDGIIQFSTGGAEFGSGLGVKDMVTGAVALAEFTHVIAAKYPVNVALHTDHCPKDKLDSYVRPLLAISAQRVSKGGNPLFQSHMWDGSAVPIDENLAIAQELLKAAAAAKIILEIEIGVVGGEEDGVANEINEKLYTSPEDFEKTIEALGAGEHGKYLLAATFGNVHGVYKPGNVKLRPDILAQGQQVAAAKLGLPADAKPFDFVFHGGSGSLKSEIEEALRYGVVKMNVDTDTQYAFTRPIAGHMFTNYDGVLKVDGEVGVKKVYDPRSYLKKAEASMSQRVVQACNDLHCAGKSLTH
# FadD28 FP inh = blocks FadD28 binding to the bisubstrate probe; 360,000 tested, 0.22% active; fluorescence polarization; inhibition, % at 12.5 µM; AID 588549; in the data active means inhibition above about 8.5%, passing the limit was not always enough; inconclusive means no clear call, values can overlap the other calls
# Starred values were filed as active, the others as inactive; u = inconclusive; x = not tested or not shown; & = joins results of further samples. Unless noted, no stated cut-off is given here; in the data, active means inhibition above about 30%; inactive means the rest.
SMILES,UGM FP inh,BoNT A protease,GDH-TPI inh,PrPC TRFRET,CCHF vOTU inh,BoNT F protease,Mtb BioA inh,Mtb FBA inh,FadD28 FP inh
CSc1cccc(NC(=O)COC(=O)C2(c3ccccc3)CC2)c1,0.6,-0.4,1,5,2,-1,1.0,-1,-4.7
O=C(c1ccc(Sc2cccc(Cl)c2)c([N+](=O)[O-])c1)N1CCN(c2ccccn2)CC1,1.7,-0.9,6,4,7,-3,x,0,-1.2
CCOC(=O)c1sc(NC(=O)c2ccc(OC(C)=O)cc2)nc1C,0.7,-1.1,5,4,-9,-2,x,1,-0.1
COC(=O)c1c(-c2ccco2)csc1NC(=O)C1CC=CCC1C(=O)O (stereo not drawn),4.4,0.2,13,22,9,-2,0.1,2,-2.2
O=C(Nc1ccc(C(F)(F)F)cc1[N+](=O)[O-])O[C@H]1[C@H](Cc2ccccc2)NS(=O)(=O)[C@H]2C[C@@H]3C=C[C@]12O3,3.8,-0.2,10,-9,25,-6,-3.2,4,-1.8
CC(=O)OC(Cn1nc(C)cc1C)c1ccccc1 (stereo not drawn),0.2,-0.5,2,9,12,-20,-4.0,1,-5.0
CCC(=O)Nc1ccc(Br)cn1,2.4,-0.9,-4,11,7,-6,-0.7,-3,-2.3
CS(=O)(=O)N(CC(=O)NCCSCc1cccc(Cl)c1)c1ccc2c(c1)OCO2,2.8,-1.7,-1,-1,5,-37,0.9,-4,-1.3
Cc1ccc(CN2CCN(C(=O)c3cccc4ccccc34)CC2)cc1,-0.7,1.1,12,8,-7,u,2.3,0,-2.3
COc1ccc(S(=O)(=O)NCCN2CCNC2=O)cc1OC,-2.7,x,8,5,-9,x,-4.9,3,0.9
CC1CCCN(c2nc3c(c(=O)n(C)c(=O)n3C)n2Cc2ccccc2)C1 (stereo not drawn),0.3,0.6,-3,3,6,-1,x,-5,0.4
O=C(N/N=C/c1cc2cc3c(cc2nc1Cl)OCCO3)c1ccccc1O,-1.5,0.6,30,-6,-7,-2,x,2,-0.7
Cc1cccc(C(=O)Nc2ccc(C(=O)N/N=C/c3ccco3)cc2)c1,-0.8,-0.3,14,0,-1,-5,-0.1,-2,-5.2
Cc1ccc(Nc2cnn(C34CC5CC(CC(CC(=O)O)(C5)C3)C4)c(=O)c2Cl)cc1C,0.1,0.3,4,-10,17,1,-1.0,-1,1.0
Cn1ccnc1-c1ccc(-c2nccn2C)cc1,-2.3,-5.5,-7,-7,-4,u,-5.1,52*,-1.4
CC(=O)N/C(=C\c1ccccc1)C(=O)OCC(=O)c1ccc(F)cc1,-1.6,0.7,-3,-7,-6,-8,-1.1,4,-1.6
O=C1Nc2ccc(Br)cc2/C1=N/N=C/C1=C(N2CCOCC2)C(=C\c2ccccc2)/CC1,-2.3,13,19,1,5,-83,-0.3,-1,-2.9
Cc1onc(-c2ccccc2)c1C(=O)Nc1ccccc1C#N,-0.2,0.9&0.2,11&-2,2&2,-7&-3,-1&-6,8.5&-0.5,4&1,0.2&-2.0
CCOC(=O)c1nnn(-c2nonc2N)c1-c1cccs1,x,-0.7,11,0,7,-4,-0.1,2,0.2
CC(=S)c1c(C)cc2cc(C)ccn12,-1.0,0.2,-2,-6,5,-2,x,-4,-3.5
CC1(C)C2CC[C@]1(C)C(=O)N(CCCCN1CCN(c3ccccn3)CC1)C2=O,3.3,-3.3,9,2,-4,2,0.5,4,-4.7
Cc1nn(Cc2ccccc2)c(C)c1/C=N/NC(=O)c1ccccc1O,0.4,x,36*,4,8,x,x,-1,-3.1
CCCCNC(=S)N1CCN(Cc2ccc3c(c2)OCO3)CC1,0.7,-0.5,3,-4,-13,-4,x,0,-4.4
Cc1nc(SC(C)C)[nH]c(=O)c1Cc1ccccc1,0.4,-1.2,-5,-1,0,-1,1.4,1,-3.6
O=C(CN(Cc1ccccc1)C(=O)c1cc2c(s1)CCC2)NCc1cccs1,-0.1,2.6,-4,11,5,24,-0.1,2,0.3

# 6 entries already listed, sorted by heavy-atom count, lowest first:
SMILES,UGM FP inh,BoNT A protease,GDH-TPI inh,PrPC TRFRET,CCHF vOTU inh,BoNT F protease,Mtb BioA inh,Mtb FBA inh,FadD28 FP inh
CCC(=O)Nc1ccc(Br)cn1,2.4,-0.9,-4,11,7,-6,-0.7,-3,-2.3
CC(=S)c1c(C)cc2cc(C)ccn12,-1.0,0.2,-2,-6,5,-2,x,-4,-3.5
CCCCNC(=S)N1CCN(Cc2ccc3c(c2)OCO3)CC1,0.7,-0.5,3,-4,-13,-4,x,0,-4.4
CC1CCCN(c2nc3c(c(=O)n(C)c(=O)n3C)n2Cc2ccccc2)C1 (stereo not drawn),0.3,0.6,-3,3,6,-1,x,-5,0.4
CC1(C)C2CC[C@]1(C)C(=O)N(CCCCN1CCN(c3ccccn3)CC1)C2=O,3.3,-3.3,9,2,-4,2,0.5,4,-4.7
O=C1Nc2ccc(Br)cc2/C1=N/N=C/C1=C(N2CCOCC2)C(=C\c2ccccc2)/CC1,-2.3,13,19,1,5,-83,-0.3,-1,-2.9

# Next section
SMILES,UGM FP inh,BoNT A protease,GDH-TPI inh,PrPC TRFRET,CCHF vOTU inh,BoNT F protease,Mtb BioA inh,Mtb FBA inh,FadD28 FP inh
Cc1ccc(OCC(=O)NNC(=O)c2ccc(NC(=O)C3CC3)cc2)c(C)c1,-1.7,1.2,1,-3,-14,-5,0.5,-1,-3.1
CCC(=O)N1C(C(=O)O)CSC1c1ccc(OC)cc1 (stereo not drawn),3.1,-0.6,3,0,1,0,0.4,-3,-3.7
O=C(CN(CCO)c1ccccc1)NC12CC3CC(CC(C3)C1)C2,1.4,1.4,0,-7,3,6,0.5,-5,-1.1
CCCS(=O)(=O)N1CCCC(C(=O)NCCc2cccc(C)c2)C1 (stereo not drawn),-0.1,-0.7,-1,1,-13,-9,-2.4,0,-2.0
COc1ccc(Br)cc1C1NC(=O)c2c(sc3c2CCN(C)C3)N1 (stereo not drawn),x,8.3,12,-2,-1,6,-2.0,-5,-4.3
CC(C)C[C@H]1CNC(=O)C(=O)N1CC1CCN(CC2CCC(C(C)(C)C)CC2)CC1 (stereo partly drawn),x,-0.2,0,-6,16,-3,-0.6,0,-3.2
CCOc1ccccc1NC(=O)CCN1CCN(S(=O)(=O)c2ccc(Br)cc2)CC1,-2.2,1.7,7,-6,5,9,-2.4,-2,-1.6
CN1CCC(N(C)C(=O)c2sc3cc(F)ccc3c2Cl)CC1,-3.9,0.0,-8,10,3,-1,-0.7,3,-3.0
COc1ccc(C(=O)C2CCCN(C(=O)c3cccnc3OC)C2)cc1F (stereo not drawn),0.1,0.3,9,5,5,-5,20,5,-0.7
O=C(COC(=O)/C=C/C(=O)OCC(=O)NC12CC3CC(CC(C3)C1)C2)NC12CC3CC(CC(C3)C1)C2,-0.4,-1.1,-14,-3,8,-3,-0.9,2,-3.7
CCOc1cc(/C=C2/SC(=O)N(CC(=O)N3CCc4ccccc4C3)C2=O)ccc1OCC(=O)O,-1.0,1.1,34*,-38,20,18,5.3,-2,-4.5
Cc1ccc(OCCNC(=O)[C@H]2O[C@@H](n3cnc4c(N)ncnc43)[C@H](O)[C@@H]2O)cc1C,x,-0.3,x,-2,0,11,-0.8,1,-2.2
COc1cc(/C=N/c2oc(-c3ccccc3)cc2C#N)ccc1O,2.0,-1.3,48*,-1,-8,-6,x,47*,1.0
CCOC(=O)COc1ccc(C2CC(C)=NN2c2ccccc2)cc1 (stereo not drawn),2.5,-0.8,1,-4,-6,-13,0.6,12,0.2
COc1ccccc1C(C)NC(=O)c1ccc(S(=O)(=O)NCc2ccco2)cc1 (stereo not drawn),1.4,-0.6,9,-5,-8,-2,-0.7,1,0.6
O=C(c1ccc(F)cc1)C1CCN(C(=O)NCc2ccccc2)CC1,-0.1,-1.1,1,7,-2,-1,-5.6,-1,0.3
CCNC(=O)C1(C)CCN(C(=O)c2ccc(F)cc2Cl)C1 (stereo not drawn),x,0.0,-3,-5,-7,1,-0.8,0,-2.7
COC(=O)Cn1ccnc1[N+](=O)[O-],x,-0.6,20,-10,9,-1,x,0,1.8
CCOC(=O)/C=C1/SCC(=O)N1CC(=O)Nc1ccccc1OC(F)F,x,0.4,6,7,-6,1,-0.3,0,-1.6
O=C1Nc2ccccc2CN2C(=O)c3cc(Cl)ccc3NC(=O)C12 (stereo not drawn),x,-0.7,x,0,2,0,-3.3,2,0.0
O=C(CC1NCCc2ccccc21)Nc1ccc(Cl)cc1 (stereo not drawn),-0.3,0.5,6,-6,-7,-6,x,4,-0.5
COc1cc(C(=O)OCC(=O)Nc2ccc(S(=O)(=O)N3CCCC3)cc2)cc(OC)c1OC,-0.5,-1.4,3,-5,-2,-6,-2.3,2,-0.3
Nc1cc(=O)nc(SCC(=O)N2CCN(c3ccccc3)CC2)n1-c1ccccc1,2.9,0.5,0,-1,-9,-1,1.3,-1,-0.8
O=C(COc1ccccc1Cl)NCCC1=CCCCC1,-0.8,-0.7,-7,4,-1,-3,2.2,-4,-2.2
O=C(c1cccs1)N1CCN(C(=O)C(c2ccccc2)c2ccccc2)CC1,3.4,0.3,-8,1,-7,10,-0.7,1,-4.5

# Next section.
SMILES,UGM FP inh,BoNT A protease,GDH-TPI inh,PrPC TRFRET,CCHF vOTU inh,BoNT F protease,Mtb BioA inh,Mtb FBA inh,FadD28 FP inh
CN(C)C(CNC(=O)c1ccc(NS(=O)(=O)c2ccc(F)c(F)c2)cc1)c1ccccc1 (stereo not drawn),-1.6,-0.5,1,8,-4,-10,0.1,-2,-3.2
CCCCNC(=O)C1(C)CCN1C(=O)c1ccc(OC)c(C(F)(F)F)c1 (stereo not drawn),x,-0.9,6,-6,4,3,-0.1,-2,-4.7
CCn1c(=O)cc(SCC(=O)Nc2ccc3c(c2)OCCO3)c2ccccc21,0.9,7.4,7,-10,-8,10,-1.4,-1,0.0
CCOC1=C2[C@H](c3ccc(Cl)cc3)N(S(=O)(=O)c3ccc(C)cc3)C[C@H]2n2c(=O)n(-c3ccccc3)c(=O)n2C1,x,-0.4,x,0,-2,-12,-0.9,-3,-3.8
Cn1c(NC(=O)/C=C/c2ccco2)cc(=O)n(C)c1=O,-1.6,-0.8,31*,-12,14,-3,x,-4,0.2
O=C(NCCCN1CCOCC1)c1cnccn1,-1.4,-1.0,3,-8,7,1,x,0,-1.0
CCCN(Cc1ccccc1)C(=S)Nc1ccc(OCC)cc1,-0.6,1.7,5,3,-6,11,1.2,2,-0.8
CCCn1c(N)c(N2CCCCC2)c(=O)n(CC(=O)Nc2ccccc2C)c1=O,-2.1,-0.5,17,0,-4,-5,x,0,1.8
COc1ccc(CCNC(=O)C(=O)c2cn(CC(=O)N3CCOCC3)c3ccccc23)cc1OC,0.5,0.7,12,2,17,10,1.0,27*,0.1
O=[N+]([O-])c1ccccc1/C=N/n1c(C2CCCCC2)n[nH]c1=S,1.9,-0.4,6,4,-11,0,x,-3,-0.9
Cc1n[nH]c(=O)nc1NCCc1ccccc1,0.7,0.5,-9,-5,-5,5,x,0,-2.2
CNC(=S)N1CCN(c2ccc(Cl)c(Cl)c2)CC1,-0.6,-0.3,4,2,-6,0,x,-2,0.7
O=C1CSC(c2ccccn2)N1c1ccccc1F (stereo not drawn),x,-0.3,-1,-7,-19,2,x,2,-4.8
O=C(Nc1ccccc1Cl)c1cc(C2CCCCN2C(=O)C2CCCCC2)on1 (stereo not drawn),x,-0.4,5,-10,26,-4,0.6,0,-0.4
CC(CC(=O)Nc1ccc2c(c1)c(=O)n(C)n2-c1ccccc1)c1ccccc1 (stereo not drawn),x,1.2,5,9,-7,2,-0.7,13,-2.7
CCC1CCCCN1C(=O)c1ccc(OC)c(OC2CCN(C(C)=O)CC2)c1 (stereo not drawn),x,1.8,-1,0,0,4,-0.4,1,-0.3
OC(c1cc(F)cc(Cl)c1)c1ncc(-c2ccccc2C(F)(F)F)[nH]1 (stereo not drawn),x,-0.4,-12,5,18,-8,1.5,-1,-3.0
CCN(CCNC(=O)CN1CCN(Cc2ccc(Cl)cc2)C1=O)c1ccccc1,0.4,1.5,15,1,7,-2,3.0,0,1.0
CCOc1ccc(-c2cccc(NS(=O)(=O)c3ccccc3[N+](=O)[O-])c2)nn1,2.9,0.9,-3,7,4,-8,0.1,2,-1.6
Cc1ccc(N2CCN(C(=O)c3nn(C)c4c3CS(=O)(=O)c3ccccc3-4)CC2C)cc1 (stereo not drawn),-0.2,0.7,1,5,13,-5,x,-4,-0.3
COc1cccc(/C=N/c2nc3ccccc3n2C)c1O,-1.2,0.2,0,5,8,-2,-1.6,0,-3.4

# Assay outcomes from PubChem.
